Screening data deposited in PubChem by The Scripps Research Institute Molecular Screening Center.
PAFAH1B3 FP inh: inhibitors of human PAFAH1B3. 340,000 compounds, 0.28% hits. recombinant PAFAH1B3, FP-rhodamine probe, fluorescence polarization. inhibition, % at 3.39 µM. Q15102;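 active = inhibition above the screen-wide average of all tested compounds plus 3 SD, cut at about 25% in these data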;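 note: 0% = enzyme with DMSO only and 100% = wells lacking PAFAH1B3 protein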
ZTA DNA inh: blocks Epstein-Barr virus ZTA, an EBNA-1 counter-screen. P03206. ZTA-DNA binding, fluorescence polarization. inhibition, % at 11 µM. 320,000 compounds, 0.15% hits; in the data active = inhibition above about 33%
PAFAH1B2 FP inh: PAFAH1B2 (human) inhibition. P68402. 340,000 compounds, 1.2% hits. inhibition, % at 3.39 µM. recombinant PAFAH1B2, FP-rhodamine activity probe, fluorescence polarization;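 active = inhibition above the mean of all tested compounds plus 3 SD, cut at about 24% in these data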;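 note: 0% = enzyme with DMSO and 100% = wells lacking PAFAH1B2; many of its hits are not listed in these tables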
Target sequence (P68402 whole entry, looked up): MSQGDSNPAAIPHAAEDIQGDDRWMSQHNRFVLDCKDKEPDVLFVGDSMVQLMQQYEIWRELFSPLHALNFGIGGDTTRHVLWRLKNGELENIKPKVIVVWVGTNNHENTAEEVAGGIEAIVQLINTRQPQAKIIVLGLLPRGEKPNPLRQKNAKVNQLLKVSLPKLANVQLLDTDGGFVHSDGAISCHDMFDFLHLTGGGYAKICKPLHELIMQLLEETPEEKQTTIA
EBNA-1 inh: blocks EBNA-1 binding to DNA; EBNA-1 DNA binding, fluorescence polarization; inhibition, % at 14.8 µM; 300,000 compounds, 0.34% hits; AID 1950; in the data active = inhibition above about 28%
LYPLA1 counter: blocks human lysophospholipase 1, a PME1 counter-screen. recombinant LYPLA1, FP-Rh probe fluorescence polarization. inhibition, % at 5.9 µM. 320,000 compounds, 0.16% hits. AID 2174;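 active = inhibition above the mean of all tested compounds plus 3 SD, set per campaign, cut at about 14% in these data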;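 note: inhibitors block serine hydrolase probe labeling of LYPLA1 so polarization falls; 0% = enzyme with DMSO and 100% = wells lacking LYPLA1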
pPAFAH FP inh: inhibitors of human plasma PAF acetylhydrolase (pPAFAH); AID 463082; Q13093; inhibition, % at 3.39 µM; recombinant pPAFAH, FP-rhodamine probe fluorescence polarization; 330,000 compounds, 1.5% hits;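 active = inhibition above the mean inhibition across the screen plus 3 SD, cut at about 25% in these data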;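 note: inhibitors block binding of the rhodamine activity-based probe so polarization drops; 0% = enzyme with DMSO and 100% = wells lacking pPAFAH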
Target sequence (Q13093 whole entry, looked up): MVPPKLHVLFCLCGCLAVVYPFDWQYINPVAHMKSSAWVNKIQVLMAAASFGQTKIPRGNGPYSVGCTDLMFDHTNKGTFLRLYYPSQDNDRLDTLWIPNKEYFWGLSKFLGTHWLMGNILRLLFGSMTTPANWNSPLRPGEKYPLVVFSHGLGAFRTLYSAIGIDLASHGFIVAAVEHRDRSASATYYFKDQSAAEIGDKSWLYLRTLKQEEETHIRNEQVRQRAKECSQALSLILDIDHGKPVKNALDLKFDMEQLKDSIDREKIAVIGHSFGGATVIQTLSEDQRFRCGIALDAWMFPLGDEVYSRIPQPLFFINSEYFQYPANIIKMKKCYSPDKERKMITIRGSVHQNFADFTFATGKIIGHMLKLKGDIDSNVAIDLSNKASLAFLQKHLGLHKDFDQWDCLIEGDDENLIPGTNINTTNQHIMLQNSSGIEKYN
PREPL inhibitor: inhibitors of human prolyl oligopeptidase-like enzyme PREPL; inhibition, % at 5.96 µM; 320,000 compounds, 0.68% hits; AID 2751; recombinant PREPL, fluorescence polarization activity-based probe; in the data active = inhibition above about 43%;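 note: 0% = enzyme with DMSO and 100% = wells lacking enzyme; many of its hits are not listed in these tables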
LYPLA2 counter: counter-screen for PME1 inhibitors: inhibitors of human LYPLA2; recombinant LYPLA2, FP-Rh probe fluorescence polarization; inhibition, % at 5.9 µM; 320,000 compounds, 0.38% hits; AID 2177; O95372;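 active = inhibition above the screen-wide mean plus 3 SD, limit set per campaign, cut at about 26% in these data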;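 note: 0% = LYPLA2 with DMSO and 100% = wells lacking LYPLA2 enzyme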
Target sequence (O95372 whole entry, looked up): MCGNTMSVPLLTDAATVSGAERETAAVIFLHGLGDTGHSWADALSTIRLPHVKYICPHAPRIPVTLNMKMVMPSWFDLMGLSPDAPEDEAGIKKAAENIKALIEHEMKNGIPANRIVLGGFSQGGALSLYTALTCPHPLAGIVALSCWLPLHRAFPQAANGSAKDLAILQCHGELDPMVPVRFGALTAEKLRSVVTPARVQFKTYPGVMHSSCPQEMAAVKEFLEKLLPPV
PAFAH2 inh: inhibitors of human PAFAH2; AID 492956; inhibition, % at 3.39 µM; recombinant PAFAH2, FP-rhodamine activity probe, fluorescence polarization; 340,000 compounds, 0.99% hits; Q99487;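 active = inhibition above the mean over all tested compounds plus 3 SD, cut at about 30% in these data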;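 note: inhibitors block probe labeling of enzyme so polarization drops; 0% = enzyme with DMSO and 100% = wells lacking PAFAH2 protein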
* hit, by the source's call; · = no result given. Some of the compounds tested; count on the stated rates, not on these rows.

SMILES	PAFAH1B3 FP inh	ZTA DNA inh	PAFAH1B2 FP inh	EBNA-1 inh	LYPLA1 counter	pPAFAH FP inh	PREPL inhibitor	LYPLA2 counter	PAFAH2 inh
Cc1ccc(NC(=O)CCn2cnc3ccccc3c2=O)cc1Cl	-3.7	7.2	3.2	17.3	3.2	3.9	1.9	6.3	6.6
CC(C)c1ccc(NC(=O)C(c2ccccc2)N2CCC3(CC2)OCCO3)cc1 (configuration not stated)	6.1	-2.3	-4.3	1.8	-3.2	4.6	-5.4	2.9	-2.2
C/C(=N\Nc1nc(-c2ccc(C)cc2C)cs1)c1cc2ccccc2oc1=O	8.1	5.2	3.9	2.2	-2.2	16.0	4.9	1.7	-13.1
CC(NC(=O)Nc1ccccc1)C(c1ccccc1)N1CCOCC1 (configuration not stated)	6.1	17.8	7.8	3.3	-1.7	6.6	-0.1	4.9	-8.2
Cc1c(C(=O)N2CCN(CCc3ccccn3)CC2)oc2ccc(Cl)cc12	-1.5	-10.2	-1.5	8.8	-3.5	3.1	11.4	1.3	2.9
NC1=NN=C(N2N=C(c3ccccc3)CC2(O)C(F)(F)F)n2ncnc2C1 (configuration not stated)	6.9	-0.2	1.5	3.0	0.5	0.9	-3.2	2.7	1.4
CCOc1ccccc1OCCOc1cccc(C(F)(F)F)c1	-1.4	-2.1	1.2	5.4	-2.1	1.1	-3.4	-0.4	-0.3
CSCCC(NC(=O)c1ccc([N+](=O)[O-])cc1Cl)C(=O)OCC(=O)N(C)C (configuration not stated)	4.1	0.9	-1.5	-9.9	-0.1	-2.5	0.1	-2.8	-0.2
COc1ccc(C(CNC(=O)c2cccc(S(=O)(=O)Nc3ccccc3Cl)c2)N2CCOCC2)cc1 (configuration not stated)	1.8	-11.1	-9.9	-5.0	-23.4	-3.8	10.3	-45.1	-39.4
Cc1[nH]c2ccccc2c1C(=O)COC(=O)Cn1c(C(F)(F)F)nc2ccccc21	-1.5	3.6	2.6	1.0	-4.9	-3.5	-11.3	-5.2	-2.1
CC1CCCCC1NC(=O)CCN1C(=O)C2C3C=CC(C3)C2C1=O (configuration not stated)	3.0	1.4	2.4	0.4	0.7	1.6	-1.2	3.2	10.8
CCN(CC(=O)Nc1ccccc1C(F)(F)F)C(=O)c1cc(-c2cccs2)nn1-c1ccccc1	1.0	8.0	0.2	-10.2	-3.3	-4.1	1.8	5.1	-4.5
COc1ccc(NC(=O)CCNS(=O)(=O)c2cccc3nonc23)cc1Cl	8.3	0.2	0.4	-4.2	2.1	4.0	-3.0	6.5	-7.9
CSc1cccc(NC(=S)NCCCO)c1	-0.1	-0.5	3.9	1.7	0.2	-1.9	-2.0	-2.2	1.2
Cc1ccc(C23CC4CC(CC(C(N)=O)(C4)C2)C3)cc1	9.6	2.6	1.6	10.3	-1.4	4.5	-15.4	5.6	-6.0
Cc1ccc(NC(=O)C2C(c3ccccc3)C=CC(c3ccccc3)C2C(=O)O)cc1 (configuration not stated)	-5.9	-10.4	22.5	4.1	-0.4	2.0	-20.6	-5.2	6.0
Cc1cc(OCC(=O)NCc2ccncc2)c2c(C)c(C)c(=O)oc2c1	-7.6	1.8	-4.2	-6.5	-0.9	3.1	2.7	3.5	-4.8
Cc1ccc(Cn2ncc3c(N4CCOCC4)ncnc32)cc1	6.9	-11.1	4.6	2.4	-1.7	5.8	4.7	1.9	-6.0
O=C1C=C(c2ccc(-c3ccccc3)c(F)c2)C[C@@H](c2ccc3c(c2)OCO3)C1	4.8	-7.3	-3.5	·	-4.3	-0.2	-0.1	-4.8	-0.2
COc1ccc(/C=N\NC(=O)/C(=C\Nc2nccc(C)n2)NC(=O)c2ccccc2)cc1	2.0	-2.4	1.4	-8.8	-1.9	3.0	5.8	-4.6	0.9
Cc1cc(C(=O)CSc2nnc(N)s2)c(C)n1-c1c(C)n(C)n(-c2ccccc2)c1=O	4.8	-15.6	4.3	-1.0	-1.8	8.2	-6.1	4.1	6.7
CCOC(=O)N1CCN(C(=O)Cn2cnc3ccccc3c2=O)CC1	2.6	3.4	-3.7	-14.3	-1.1	-1.1	-2.0	-2.6	3.6
O=C(c1ccc(Cl)c(Cl)c1)c1cnc(Nc2ccccc2)s1	6.0	-3.4	-0.6	4.6	-0.4	2.0	6.4	3.6	-1.6
CCOC(=O)N1CCN(C(=O)CCC(=O)c2ccc(OCC)cc2)CC1	6.9	-7.0	2.4	6.4	1.7	6.3	-2.5	7.7	15.9
COc1cc(NS(=O)(=O)c2ccc(NS(=O)(=O)c3ccc(NC(C)=O)cc3)cc2)nc(OC)n1	2.0	-10.6	1.5	-7.6	-0.7	3.6	-1.8	7.2	-11.3
COc1cccc(OCCCCCN2CCOCC2)c1	1.8	-3.8	3.6	2.7	-2.1	1.0	6.5	-4.5	0.4
COc1cc(S(=O)(=O)NCc2ccccc2)ccc1Br	-1.1	12.3	3.4	8.9	-3.4	1.6	-5.5	-1.9	5.1
C#CCOCCOCCOCCNc1nc(N2CCN(C(=O)[C@H](CC(N)=O)n3cc(C(N)[C@@H](C)CC)nn3)CC2)nc(N2CCN(C(=O)[C@H](CCC(=O)O)n3cc([C@@H](N)CCCCN)nn3)CC2)n1 (some centres not stated)	6.1	·	0.2	·	·	2.0	10.8	·	-4.0
Cc1ccc(S(=O)(=O)NC(C)(C)C)cc1C(=O)OCC(=O)N1CCCC1=O	-0.6	-1.6	-0.7	-2.5	1.6	1.4	-2.7	2.8	-5.9
CCn1cc([C@@H]2C[C@H]3CN(Cc4cccc(Cl)c4)C(=O)[C@]34CCCN24)c(C)n1	4.0	7.7	0.2	3.7	1.1	-1.2	12.0	0.9	-1.0
COc1cccc(CNC(=O)CCC2CCCN(c3cc(C)nc(N(C)C)n3)C2)c1 (configuration not stated)	3.7	0.6	2.8	2.3	-0.3	-6.6	-13.2	-2.8	0.7
Cc1cc(C)n(C(CC(=O)O)C(=O)O)n1 (configuration not stated)	1.8	0.7	-0.7	-0.8	1.9	3.9	0.9	2.4	2.4
CCn1ccc(C(=O)Nc2ncc(C)s2)n1	2.9	12.1	6.6	0.7	0.0	1.3	4.4	3.9	3.0
COc1ccc(S(=O)(=O)NCCN2CCOCC2)c2ccccc12	2.4	2.8	4.1	3.6	0.3	5.5	-11.8	-1.6	10.5
Cn1c(SCC(=O)c2ccc3c(c2)NC(=O)CO3)nc2ccccc21	-3.1	6.3	-0.4	-1.0	-6.5	1.9	11.2	-7.5	-5.7
CCOc1cc(CNc2ccc(N3CCCC3)cc2)cc(Cl)c1OC	3.3	158.5*	1.1	97.5*	0.8	23.0	36.8	-4.0	12.7
CN(CCC1CCOCC1)C(=O)C1CCC(=O)N(CCc2ccc(Cl)cc2)C1 (configuration not stated)	4.7	-7.0	9.0	3.3	1.2	2.3	7.1	7.5	4.6
O=C(CCC1CCCCC1)NC1=NCCS1	7.5	-2.9	3.7	9.7	-1.6	9.5	1.1	1.2	-2.4
CCOc1ccccc1N(CC(=O)Nc1ccc(S(=O)(=O)N2CCOCC2)cc1)S(C)(=O)=O	4.1	-24.0	3.1	-3.1	3.4	-7.4	2.2	1.4	7.1
CC1(C)Cc2ccccc2-c2nnc(-c3ccc4ccccc4n3)n21	1.0	2.7	2.4	-0.4	0.9	4.5	-12.6	4.5	-0.7
CSc1nc2c(c(=O)[nH]1)C(c1cccs1)C1=C(CCCC1=O)N2 (configuration not stated)	12.1	12.1	8.7	-3.5	2.6	5.4	26.6	-2.4	14.4
CCOC(=O)N1CCN(S(=O)(=O)c2ccc(F)c(C(=O)Nc3cccc(C)c3C)c2)CC1	4.3	-11.9	6.2	-4.9	-0.4	0.0	7.6	7.1	18.8
O=C(Nc1cc(N2CCOCC2)ncn1)c1ccc(F)cc1	4.9	20.4	3.0	5.7	-0.5	3.2	-64.3	0.1	1.5
CCNC(=O)COC(=O)c1csc2c1CCCC2	6.1	-1.3	7.7	-4.5	-5.0	1.4	-1.1	2.4	1.5
Cc1ccc2c(C)c(C(=O)Nc3c(C)n(C)n(-c4ccccc4)c3=O)oc2c1C	12.5	11.5	2.4	3.8	-0.7	4.3	1.8	-8.1	-12.2
COc1ccccc1NC(=O)c1ccc(C)c(S(=O)(=O)N2CCCCC2)c1	7.5	-8.3	3.9	-10.2	4.5	4.3	6.6	6.7	6.1
Cc1ccccc1NC(=O)COc1coc(CN2CCN(Cc3ccccc3)CC2)cc1=O	-0.1	-5.0	4.7	1.0	1.0	3.3	3.2	0.2	5.6
COc1ccc(CN2CCCC(C(=O)c3cccc(OC(C)C)c3)C2)cc1Cn1cccn1 (configuration not stated)	8.2	-1.2	-2.4	-8.5	1.6	8.6	1.8	2.7	4.2
Cc1c(NC(=O)c2cccs2)cccc1C(=O)O	6.7	5.9	3.1	2.1	1.5	0.0	20.0	9.7	-0.8
COc1ccc(C(=O)NC(=O)Nc2ncccc2C)cc1	-8.8	-1.3	3.7	19.2	0.8	7.6	8.0	-0.2	3.1
CC(=O)c1c(O)c(C)c(-c2ccccc2)n(-c2ccccc2)c1=O	2.1	17.2	14.0	6.5	-1.9	3.5	2.0	-4.8	-4.8
COc1ccc(NC(=S)c2ccncc2)cc1	4.2	-7.6	1.4	-9.3	-1.2	-4.4	-15.5	25.2	-2.7
CN1CCN(c2ncnc3c2c(-c2ccccc2)cn3-c2ccc(F)cc2)CC1	3.9	15.1	0.3	-1.4	4.4	17.9	11.8	8.2	1.4
COCCn1c(C)cc(C(=O)CSc2nnc(C)s2)c1C	3.4	7.3	0.9	2.8	1.6	0.3	-4.7	1.6	7.5
COc1cccc(N2CCN(C(=S)Nc3ccccc3)CC2)c1	9.4	1.2	10.7	-25.4	0.5	-2.8	2.7	-6.9	-0.2
O=C1c2ccccc2C(=O)N1Cc1cnc(N2CCN(c3ccccc3)CC2)s1	-2.4	-2.4	3.0	0.3	0.6	7.7	25.3	10.6	0.1
O=C1C=C(Nc2cccc(Cl)c2)CC(c2ccco2)C1 (configuration not stated)	1.5	3.5	-2.2	-1.1	4.6	5.9	12.6	5.0	3.3
CC1CCN(CCNC(=O)c2ccc3c(=O)n(Cc4ccc(Cl)cc4)c(=S)[nH]c3c2)CC1	6.6	2.6	2.2	-11.7	-6.2	-2.4	-26.9	-5.6	1.0
O=C(NCc1ccc2c(c1)OCO2)c1cc([N+](=O)[O-])ccc1N1CCCCC1	6.7	14.3	-0.9	-12.9	6.0	-0.4	13.9	-3.7	-5.6
Cc1ccc(S(=O)(=O)NCCCNS(=O)(=O)c2ccccc2[N+](=O)[O-])cc1	9.0	-2.1	0.5	-3.1	-1.1	4.7	1.4	-0.7	-5.2
Cc1cc(=O)c2c(O)c(O)ccc2o1	8.8	2.9	4.0	-6.5	0.9	9.0	-2.8	2.5	6.0

Record cards, as listed above. Values in the order: PAFAH1B3 FP inh	ZTA DNA inh	PAFAH1B2 FP inh	EBNA-1 inh	LYPLA1 counter	pPAFAH FP inh	PREPL inhibitor	LYPLA2 counter	PAFAH2 inh
Profile of `Cc1c(NC(=O)c2cccs2)cccc1C(=O)O` = 6.7	5.9	3.1	2.1	1.5	0.0	20.0	9.7	-0.8
Profile of `CCn1ccc(C(=O)Nc2ncc(C)s2)n1` = 2.9	12.1	6.6	0.7	0.0	1.3	4.4	3.9	3.0
Profile of `Cc1[nH]c2ccccc2c1C(=O)COC(=O)Cn1c(C(F)(F)F)nc2ccccc21` = -1.5	3.6	2.6	1.0	-4.9	-3.5	-11.3	-5.2	-2.1
